Assay outcomes (PubChem BioAssay)
PKA-R1A act – PKA-R1A complex activation; P00514+P68181; PKA-R1A dissociation, Cy5-IP20 fluorescence polarization; scaled: DMSO 0%, 113 µM cGMP 100%; activation, % at 11.4 µM; hit rate 0.083% among 340,000;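 active = percent activation above the mean of all tested compounds plus 3 SD, cut at about 19% in these data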;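 note: higher means more PKAc released from R1A so a rise in polarization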
MOR-DOR ag – OPRM1-OPRD1 heterodimerization agonism. hit rate 0.3% among 340,000. cells, luminescence. activation, % at 9.3 µM; in the data active = activation above about 18%;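 note: 0% = vehicle-treated cells and 100% = reference agonist; values of inactives mirror those of a sister screen read the other way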
Target sequence (P35372 whole entry, looked up): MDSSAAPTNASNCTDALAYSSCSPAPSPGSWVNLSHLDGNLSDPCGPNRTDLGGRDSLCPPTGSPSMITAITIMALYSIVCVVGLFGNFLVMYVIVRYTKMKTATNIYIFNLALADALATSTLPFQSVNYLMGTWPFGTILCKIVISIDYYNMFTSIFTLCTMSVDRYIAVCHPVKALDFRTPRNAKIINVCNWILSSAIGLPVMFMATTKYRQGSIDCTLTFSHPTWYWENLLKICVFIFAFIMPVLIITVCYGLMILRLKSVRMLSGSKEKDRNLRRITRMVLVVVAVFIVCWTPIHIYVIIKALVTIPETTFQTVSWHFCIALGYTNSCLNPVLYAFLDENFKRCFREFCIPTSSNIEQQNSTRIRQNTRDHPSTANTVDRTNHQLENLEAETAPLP
Target sequence (P41143 whole entry, looked up): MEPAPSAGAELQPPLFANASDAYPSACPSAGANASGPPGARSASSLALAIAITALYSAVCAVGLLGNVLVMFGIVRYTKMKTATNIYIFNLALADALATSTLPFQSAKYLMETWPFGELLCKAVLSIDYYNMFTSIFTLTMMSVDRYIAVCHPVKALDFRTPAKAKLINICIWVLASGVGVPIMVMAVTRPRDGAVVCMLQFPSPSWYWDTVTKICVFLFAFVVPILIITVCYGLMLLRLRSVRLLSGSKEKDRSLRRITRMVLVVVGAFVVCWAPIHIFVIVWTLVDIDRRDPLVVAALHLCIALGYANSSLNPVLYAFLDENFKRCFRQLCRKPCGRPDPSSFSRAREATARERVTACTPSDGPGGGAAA
OPRM1-OPRD1 inv – mu-delta opioid heterodimer inverse agonism; P35372+P41143; cell-based MOR-DOR heterodimer luminescence; inhibition, % at 9.3 µM; hit rate 0.21% among 340,000; AID 504357; in the data active = inhibition above about 22%, passing the limit was not always enough;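 note: 0% = cells with DMSO and 100% = wells without cells with DMSO; values of inactives mirror those of a sister screen read the other way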
E coli growth – bacterial growth inhibition, counter-screen for AddAB inhibitors; E. coli V3065 growth, OD600 absorbance, 18 h; inhibition, % at 11.9 µM; hit rate 0.27% among 330,000; AID 449728;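 active = inhibition above the campaign's mean inhibition across all tested compounds plus 3 SD, cut at about 9.9% in these data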;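 note: uninfected addAB+ strain grown without phage in ampicillin broth; 0% = DMSO wells and 100% = ciprofloxacin 0.95 µg/ml wells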
HTR5A inv ag – HTR5A inverse agonism, opioid heterodimer counter-screen | P47898 | HTR5A cell line, luminescence | inhibition, % at 9.3 µM | hit rate 0.083% among 340,000 | AID 504634; in the data active = inhibition mostly above about 23%, no sharp cut-off; inactive = mostly below about 18%;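 note: 0% = cells with DMSO and 100% = no-cell wells with DMSO; some compounds called inactive have numbers as strong as hits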
Target sequence (P47898 whole entry, looked up): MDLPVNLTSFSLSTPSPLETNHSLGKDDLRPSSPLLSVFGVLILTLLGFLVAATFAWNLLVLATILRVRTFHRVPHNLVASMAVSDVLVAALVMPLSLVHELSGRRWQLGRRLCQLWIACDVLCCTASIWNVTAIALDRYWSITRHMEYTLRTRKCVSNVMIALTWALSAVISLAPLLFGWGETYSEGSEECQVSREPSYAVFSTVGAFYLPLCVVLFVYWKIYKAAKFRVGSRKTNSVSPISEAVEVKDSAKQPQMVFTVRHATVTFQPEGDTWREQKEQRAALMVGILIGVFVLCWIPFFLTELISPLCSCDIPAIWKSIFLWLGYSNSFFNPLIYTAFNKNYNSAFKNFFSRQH
SUMO Mot1 rescue – SUMOylation pathway inhibition by Mot1-301 growth rescue; S. cerevisiae Mot1-301 growth rescue, ATP luminescence, 38.5C; percent above DMSO median, 100 means doubled; hit rate 1% among 320,000; growth rescue, % at 18.8 µM; AID 2716;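 active = every valid replicate shows activation above 250% relative to neutral control wells; inactive = the rest, any valid replicate at or below 250%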;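 note: OY570 slx delta 5 strain wells were the positive control but not used for scaling; some compounds called inactive have numbers as strong as hits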
PfHsp90 set2 – inhibits growth of yeast expressing Plasmodium falciparum Hsp90; S. cerevisiae expressing PfHsp90, BacTiter-Glo ATP, 48 h; yeast lacking PDR1 and PDR3 efflux regulators; inhibition, % at 9.4 µM; hit rate 0.32% among 310,000; AID 504621;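 active = every replicate shows inhibition above about 80%, whatever the replicate mean, limit read from the data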;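 note: 0% = DMSO neutral controls and 100% = 20 µM radicicol positive controls; yeast relying on Plasmodium falciparum Hsp90 in place of its own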
AddAB inh – less growth of phage-infected E. coli with AddAB; inhibition, % at 11.9 µM; AID 435030; hit rate 0.29% among 330,000; E. coli expressing H. pylori AddAB, absorbance growth; in the data active = inhibition above about 12%;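 note: 0% = vehicle wells of infected cells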
Pemphigus Ab inh – human desmoglein-3 autoantibody binding inhibition | P32926 | hit rate 0.48% among 310,000 | DSG3-coupled beads, scFv-anti-DSG3-GFP binding, flow cytometry; stronger effect = lower value | binding (percent of control), % at 10 µM;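 active = binding more than 3 SD below its plate's average and above zero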;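 note: hits lower antibody fragment binding to DSG3; some compounds called inactive have numbers as strong as hits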
phage Ecoli inh – E. coli growth loss with phage present; growth absorbance; inhibition, % at 11.9 µM; hit rate 0.26% among 360,000; AID 651602; in the data active = inhibition above about 11%
HTR5A ag ctr – activates human HTR5A in OPRM1-OPRD1 agonist counter-screen. hit rate 0.61% among 340,000. HTR5A agonist assay, luminescence, cell-based. P47898. activation, % at 9.3 µM. AID 504692; in the data active = activation mostly above about 9.5%, no sharp cut-off; inactive = mostly below about 7.6%;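 note: 0% = cells with vehicle only and 100% = reference agonist; strong numbers were not always called active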
The depositor's hits bear a star; . = not tested or not shown. Rows are unselected. About 3.2% of those tested had a hit in this group.

SMILES	PKA-R1A act	MOR-DOR ag	OPRM1-OPRD1 inv	E coli growth	HTR5A inv ag	SUMO Mot1 rescue	PfHsp90 set2	AddAB inh	Pemphigus Ab inh	phage Ecoli inh	HTR5A ag ctr
CCOC(=O)N1CCN(c2c(NCc3ccccn3)c(=O)c2=O)CC1	-3	0.1	-1	2.0	-3	285	10	-1.5	102	1.6	1
CCOC(=O)c1ccc(NC(=O)CCNc2c(N3CCCC3)c(=O)c2=O)cc1	-11	-4.9	20	2.2	0	-29	2	5.9	103	0.8	2
c1ccc(-n2nnnc2SCc2cn3cccnc3n2)cc1	-12	-0.2	1	0.9	-10	.	-28	1.2	100	2.6	1
CCOc1ccc2nc(COC(=O)c3cccc([N+](=O)[O-])c3)c(C(C)=O)[n+]([O-])c2c1	.	.	.	1.7	.	-11	.	4.1	113	3.3	.
O=C1c2nccnc2C(=O)N1c1ccc(C(F)(F)F)cc1	9	-1.4	7	1.5	0	588*	-17	1.3	106	1.1	0
CCOc1ccc(S(=O)(=O)N2CCC(C(=O)NCCc3ccc(OC)c(OC)c3)CC2)cc1	0	-2.0	12	0.0	10	0	-4	-1.2	90	-1.1	-3
Cn1c(=O)c2c(ncn2CC(=O)N2CCCc3ccccc32)n(C)c1=O	-2	.	.	-0.6	.	17	5	3.2	113	3.0	.
COc1ccc2[nH]cc(CCNC(=O)Nc3ccccc3)c2c1	6	-2.9	17	1.8	-35	-2	3	1.4	90	1.4	9
COc1ccc(S(=O)(=O)NCC(=O)O)cc1C(=O)NC1CCCCC1	-4	-0.5	3	0.1	7	-6	-3	1.9	108	5.6	-2
CCSc1nc(-c2ccccc2)c(C#N)c(=O)[nH]1	-4	1.1	-6	-3.5	-6	-12	1	-0.1	98	1.1	2
CCOC(=O)Cn1nc(-c2ccc(F)cc2)cc(Cc2ccccc2)c1=O	6	1.4	-8	2.1	7	-13	2	1.3	95	.	-2
C=CCSc1nc2c(c(=O)[nH]c(=O)n2C)n1C(C)C	-13	-2.7	12	-0.6	-6	-3	-4	4.2	108	0.6	-6
O=S(=O)(c1cnc(Cl)c(Cl)c1)N1CCN(c2ncccn2)CC1	-5	-2.3	12	-1.1	10	-8	-15	1.7	103	1.1	2
COc1ccc2nc3c(cc2c1)c(NC(=O)CC(C)C)nn3CC(C)C	-13	1.9	-9	1.2	5	21	-4	-0.3	100	1.5	-1
Cc1ccc([N+](=O)[O-])cc1S(=O)(=O)N1CCCCC1C(=O)O (stereo unspecified)	-5	-0.3	2	-1.5	16	-4	14	-3.0	97	1.4	-6
COc1ccc(C2CC(=O)N3CN(Cc4ccco4)CSC3=C2C#N)cc1 (stereo unspecified)	-2	-2.7	13	-0.8	-1	-3	5	4.1	98	2.6	0
Cc1cccc(CSc2ncccc2C(=O)O)c1	-8	-2.2	12	-0.9	19	13	2	-1.9	110	-0.3	3
O=C(CSc1ccc2nnc(-c3ccccn3)n2n1)Nc1ccc(F)cc1	4	-1.8	9	-0.2	13	-1	13	0.4	109	2.6	-5
Cc1ccc(C(=O)N/C(=C/C=C/c2ccccc2)C(=O)NCc2ccco2)cc1	-4	-0.3	2	-1.1	-20	10	10	-1.6	110	4.1	6
O=S(=O)(NC1CCSc2ccccc21)c1ccc(Cl)nc1 (stereo unspecified)	15	1.3	-8	-0.1	3	-13	-27	2.4	.	3.0	-3
COc1ccc(S(=O)(=O)Nc2ccccc2)cc1OC	-6	-3.0	16	-1.0	1	12	.	0.7	85	3.5	2
Cc1cc(C)c2cc(CN(Cc3nnnn3C3CCCCC3)CC3CCCO3)c(=O)[nH]c2c1 (stereo unspecified)	4	1.8	-10	2.2	5	-17	8	0.7	103	2.2	1
Cn1cnnc1SCCNS(=O)(=O)c1ccccc1	-6	-0.7	4	1.3	16	7	-13	1.8	100	3.9	-6
CC[C@]12c3[nH]c4cc(-c5ccco5)ccc4c3CCN1C(=O)[C@@H](CC(=O)NCc1ccc(OC)c(OC)c1)C[C@@H]2C(=O)N1CCN(C(=O)c2ccco2)CC1	-13	-1.8	9	-0.2	-3	.	3	-2.3	102	2.2	1
Cc1ccc(C(=O)OCC(=O)c2c[nH]c3ccccc23)cc1S(=O)(=O)N1CCOCC1	-4	2.7	-18	.	16	.	-30	.	68	1.2	-6
Cc1cc(C(=O)NCc2ccccc2)no1	-12	-2.1	12	0.2	3	-2	5	0.3	98	3.0	0
O=C(O)c1cc([N+](=O)[O-])cc2c1C=Cc1ccccc1O2	1	-0.2	1	0.8	3	-12	-2	2.0	99	2.7	-1
O=C1CCC(CCC(=O)N2CCCC(C(=O)c3cccc(C(F)(F)F)c3)C2)=NN1 (stereo unspecified)	-1	-1.8	9	-2.3	-20	7	23	1.5	92	3.1	-3
O=C(C[n+]1ccc(-c2nnc3n2CCC3)cc1)c1ccc(Cl)cc1	-6	-2.9	18	0.2	-2	-4	26	1.5	103	1.8	1
COC(=O)c1cc(OC)nc(OC)c1	-8	-2.5	12	-0.9	-11	4	0	0.9	.	1.5	9
Cc1nc2cc(NS(=O)(=O)c3c(C)c(C)cc(C)c3C)ccc2s1	-16	4.2	-23	1.5	2	-3	11	2.2	99	5.1	-1
CCN1C(=O)/C(=C/N(C)c2ccccc2)OC1=S	4	-0.5	2	2.4	8	148	10	1.8	.	1.7	0
CC(NC(=O)Nc1ccc(Cl)c(Cl)c1)C(c1ccccc1)N1CCOCC1 (stereo unspecified)	-2	5.3	-26	5.1	6	-8	16	4.3	91	5.5	4
CCOC(=O)N/C(N)=N/c1nc2ccccc2s1	7	-3.9	17	-0.7	0	21	10	-2.1	102	1.8	0
COn1c(=S)[nH]c2ccccc2c1=O	-7	-2.1	11	-0.2	10	-4	-1	1.6	96	4.0	0
CN(CCOc1ccc(Cl)cc1)CC(=O)Nc1ccc(OC(F)F)cc1	-7	-0.2	1	1.0	14	403*	0	0.7	109	1.6	-4
O=C(Nc1ccccc1C(=O)N1CCCCC1)c1cccc(S(=O)(=O)N2CCOCC2)c1	-7	-2.0	12	1.3	0	-8	-2	1.2	102	4.0	0
Cc1nc2scc(-c3cccs3)c2c(=O)[nH]1	0	-3.6	20	-2.5	-4	5	-3	1.6	98	3.0	-8
COc1ccc(-n2ccnc2SCC(=O)NCc2ccc3c(c2)OCO3)cc1	-13	-0.8	4	0.6	-3	400	-16	3.5	124	1.3	-4
Cc1cc(C(=O)N(NC(=O)C(C)C)c2ccccc2)cs1	-4	-2.4	12	-0.2	-2	13	-31	-1.2	104	5.6	1
O=C(Nc1nnc(-c2ccc3c(c2)CCCC3)o1)c1c(F)cccc1F	8	-1.7	8	-4.7	-23	3	-22	3.2	.	-3.1	2
O=c1[nH]c(SCc2ccccc2)nc2[nH]ncc12	-4	-1.1	7	2.0	-11	-1	.	-1.4	84	3.6	3
Cc1cc(C)cc(NC(=O)N2CCCN(c3c(Cl)cncc3Cl)CC2)c1	-7	-2.8	15	-0.7	-9	2	-7	1.0	115	2.2	1
COc1cc(OC)cc(-c2nc(-c3ccccc3OC)no2)c1	19*	0.3	-2	-2.3	-11	6	-12	-0.6	97	3.7	6
C/C(=N\NC(=O)c1ccc(Cn2cc(Br)cn2)o1)c1cccc(NC(=O)C(C)C)c1	8	-0.4	2	-0.1	1	6	2	1.2	94	2.9	0
Cc1cccc(NC(=O)CCNS(=O)(=O)c2cc(Br)cnc2N)c1C	-12	-1.8	10	-1.7	-5	87	6	3.9	100	2.2	-3
COc1ccc(S(=O)(=O)N2CCCC2)cc1OC	-5	-1.5	8	2.6	-19	6	-29	3.7	106	-0.7	-6
CCN(CC(=O)NCc1cccs1)C(=O)c1ccc(NS(=O)(=O)c2ccc(F)cc2)cc1	-6	-1.9	13	-1.1	11	-14	23	1.6	105	0.4	2
Cc1cc(NC(=O)c2ccc(S(=O)(=O)N(C)C)cc2)n(-c2ccccn2)n1	0	-1.0	5	-0.1	-5	-10	-148	1.9	97	-0.6	2
O=C(Nc1ccccc1F)c1cc(Cl)sc1Cl	8	0.4	-2	-4.2	-1	7	0	-4.5	100	0.0	0

New compounds follow
SMILES	PKA-R1A act	MOR-DOR ag	OPRM1-OPRD1 inv	E coli growth	HTR5A inv ag	SUMO Mot1 rescue	PfHsp90 set2	AddAB inh	Pemphigus Ab inh	phage Ecoli inh	HTR5A ag ctr
CNC(=S)N(C1=NCC(c2ccc([N+](=O)[O-])cc2)S1)c1ccccc1 (stereo unspecified)	-11	2.8	-20	-0.6	-6	-6	5	0.5	90	0.8	1
CCN(c1ccc(OC)cc1)S(=O)(=O)c1ccc(-c2ccc(=O)[nH]n2)o1	-16	-1.3	7	-0.2	0	-2	0	-0.6	105	1.2	0
CC(NC(=O)OC(C)(C)C)C(=O)N1CCCC1C(=O)NC(Cc1ccccc1)C(N)=O (stereo unspecified)	4	-2.8	14	0.8	-8	166	-1	3.4	98	1.3	4
COc1ccc(S(=O)(=O)NCC2CCCN(CC(C)(C)C)C2)cc1 (stereo unspecified)	-4	-0.8	4	0.0	-3	542	-11	6.8	109	3.3	1
CC1CCCC(C)N1C(=O)COC(=O)Cc1ccc(F)cc1 (stereo unspecified)	-10	-2.4	11	-0.8	6	-9	3	0.7	104	1.2	-2
O=C(O)CN1C(=O)c2cccc3c(Br)ccc1c23	-2	-2.6	13	0.8	-1	4	0	-2.0	116	2.6	0
COc1ccc(Cc2nnc(N/N=C/c3ccccc3O)[nH]c2=O)cc1OC	-9	-0.3	1	-3.8	-23	103	4	4.8	99	2.7	6
CN(c1ccc(C(=O)N2CCCCCC2)cc1)S(=O)(=O)c1ccc(Cl)cc1	-3	1.6	-9	0.0	-3	2	6	3.4	.	2.3	2
O=C(Nc1ccc(Cl)cc1Cl)C1=Cc2ccccc2OC1	2	4.9	-29	-1.0	15	-12	-7	-1.4	101	2.7	0
C/C(=N\NC=O)c1ccncc1	-1	-2.1	11	-0.1	-24	.	4	1.5	97	2.8	8

Sorted by value in MOR-DOR ag (highest first): some entries from above.
smiles | MOR-DOR ag
Cc1nc2cc(NS(=O)(=O)c3c(C)c(C)cc(C)c3C)ccc2s1 | 4.2
CNC(=S)N(C1=NCC(c2ccc([N+](=O)[O-])cc2)S1)c1ccccc1 (stereo unspecified) | 2.8
c1ccc(-n2nnnc2SCc2cn3cccnc3n2)cc1 | -0.2

Carrying on.
SMILES	PKA-R1A act	MOR-DOR ag	OPRM1-OPRD1 inv	E coli growth	HTR5A inv ag	SUMO Mot1 rescue	PfHsp90 set2	AddAB inh	Pemphigus Ab inh	phage Ecoli inh	HTR5A ag ctr
C=CCOc1ccc(/C=C/C(=O)OCC(=O)N2CCN(S(=O)(=O)c3ccc(C)cc3C)CC2)cc1	-4	0.7	-3	.	4	.	19	.	104	2.7	1
Cn1nc(-c2ccc(Cl)cc2)c2cc(C(=O)N3CCN(C(=O)c4ccco4)CC3)sc21	10	-3.2	16	-1.3	7	0	-8	0.5	109	4.2	-2
CCOc1cc(NC(=O)c2ccco2)c(OCC)cc1NC(=O)CCC(=O)NCc1cccnc1	3	0.9	-5	-0.2	-13	-2	-3	2.6	103	.	5
CCOC(=O)C(C(=O)OCC)C(CC(=O)C1CC1)c1ccccc1 (stereo unspecified)	-4	-3.2	14	0.6	-4	14	6	3.4	112	2.2	0
Cc1cccc(NC(=O)CSc2nnc(CCC(=O)Nc3ccc(C)c(Cl)c3)n2C)c1	3	1.5	-10	0.7	3	12	9	-0.3	100	0.5	-1
